STEP inh – blocks human striatal-enriched tyrosine phosphatase; P54829; recombinant STEP, OMFP fluorogenic substrate, fluorescence; inhibition, % at 20 µM; actives 0.25% (n = 360,000); AID 588621;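 active means inhibition at 20 µM, scaled per plate between control wells, above about 37%, limit read from the data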;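 further: 0% = DMSO with enzyme and substrate and 100% = substrate only without enzyme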
Target sequence (P54829 whole entry, looked up): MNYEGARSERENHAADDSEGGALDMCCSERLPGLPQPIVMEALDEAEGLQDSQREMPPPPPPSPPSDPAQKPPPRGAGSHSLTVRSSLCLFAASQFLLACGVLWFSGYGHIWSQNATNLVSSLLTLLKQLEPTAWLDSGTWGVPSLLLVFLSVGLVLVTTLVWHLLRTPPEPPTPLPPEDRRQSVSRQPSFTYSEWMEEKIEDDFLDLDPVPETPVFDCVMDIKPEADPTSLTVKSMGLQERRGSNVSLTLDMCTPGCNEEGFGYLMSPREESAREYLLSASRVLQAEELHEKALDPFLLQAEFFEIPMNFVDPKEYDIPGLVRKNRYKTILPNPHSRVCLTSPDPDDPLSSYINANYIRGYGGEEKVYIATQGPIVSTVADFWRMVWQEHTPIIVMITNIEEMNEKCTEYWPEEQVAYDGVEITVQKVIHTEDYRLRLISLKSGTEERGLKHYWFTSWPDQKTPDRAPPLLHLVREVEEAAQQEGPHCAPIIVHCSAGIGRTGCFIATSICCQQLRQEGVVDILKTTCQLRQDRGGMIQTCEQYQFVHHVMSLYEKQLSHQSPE
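Also added – OMFP at 25 µM · Test system – STEP tyrosine phosphatase · Technique – FITC-channel fluorescence of OMFP product · Schedule – 20 min at room temperature, dark · Evaluation – control-normalized % inhibition with plate pattern correction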
DNMT1 inh – blocks human DNA methyltransferase DNMT1. AID 588458. P26358. inhibition (reported as % activation of signal), % at 10 µM. actives 0.83% (n = 360,000). DNMT1 molecular beacon, Hinp1I cleavage, fluorescence; in the data active means inhibition above about 50%
NadD inh – blocks S. aureus nicotinate mononucleotide adenylyltransferase; purified NadD enzyme, colorimetric absorbance read-out; inhibition, % at 20 µM; actives 0.78% (n = 360,000); AID 602399; in the data active means inhibition above about 26%; further: some compounds past the cut are filed as inactive
SUMO1 PPI mod – modulators of human SUMO1-mediated protein-protein interactions; actives 0.33% (n = 360,000); SUMO1 binding to a labelled peptide, TR-FRET, 1 h; inhibition, % at 20 µM; P63165; in the data active means inhibition above about 37%
Target sequence (P63165 whole entry, looked up): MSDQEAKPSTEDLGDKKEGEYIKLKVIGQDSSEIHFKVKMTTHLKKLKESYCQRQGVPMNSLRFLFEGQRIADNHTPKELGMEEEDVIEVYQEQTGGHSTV
MsrA inh – inhibits bovine methionine sulfoxide reductase A | inhibition, % at 15.5 µM | purified bovine MsrA, absorbance read-out | actives 0.75% (n = 360,000); in the data active means inhibition above about 4.5%;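 further: 0% = vehicle wells with enzyme and 100% = reference inhibitor wells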
CSN inh – inhibitors of human CSN-mediated cullin deneddylation. actives 0.38% (n = 360,000). inhibition, % at 12.5 µM. Purified CSN, SCF-Nedd8-OG deneddylation, fluorescence polarization. Q92905;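 active means pattern-corrected inhibition above about 35%, with an unprinted fluorescence ratio check between 0.5 and 1.5, limit read from the data, passing the limit was not always enough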;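 further: 0% = enzyme with substrate and 100% = substrate without enzyme; some results filed as inactive read as strong as hits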
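Assay system: Purified human Csn5 enzyme expressed in HEK293T cells | Amount: Enzyme 0.24 nM | Measured by: Fluorescence polarization readout | Medium: Tris/NaCl/DTT buffer, pH 7.5 | Compound dosing: One concentration, 12.5 µM, 0.25% DMSO | Times: 90 min incubation of compound, enzyme and substrate at room temperature | Control set: no-enzyme wells high, enzyme-with-substrate wells low | Read-out: % inhibition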
TbMetRS inhib – blocks T. brucei methionyl-tRNA synthetase activity. actives 0.4% (n = 360,000). inhibition, % at 11.9 µM. purified T. brucei MetRS, ATP depletion, Kinase-Glo luminescence;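 active means inhibition above a per-plate cutoff of the control wells' mean inhibition plus 3 SD, cut at about 5.5% in these data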;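 further: 0% = DMSO wells median and 100% = median of wells with control inhibitor compound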
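Material: T. brucei methionyl-tRNA synthetase, purified; reagent: substrates ATP, L-methionine and bulk Escherichia coli tRNA; dosing: 11.9 µM single point; timing: 15 min plus 2 h at 25 °C; detection: luminescence of leftover ATP; evaluation: % inhibition; control set: DMSO-only wells as low control; replicates: singlicate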
Scp-1 inhibitor – inhibitors of human Scp-1 phosphatase | Q9GZU7 | AID 493091 | actives 0.88% (n = 340,000) | inhibition, % at 20 µM | Recombinant Scp1, phosphopeptide, malachite green phosphate absorbance;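 active means inhibition above about 50% at 20 µM, limit read from the data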;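 further: plate controls were DMSO wells with enzyme for no effect and wells lacking enzyme for full effect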
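Test system: SCP-1 phosphatase catalytic domain, residues 76-261; measured by: colorimetric phosphate reagent with accelerator and stabiliser, absorbance at 630 nm; timing: enzyme reaction 45 min at room temperature, colour 5 min, stabilisation 30 min; also added: Phosphorylated 17-residue peptide substrate; compound dosing: one concentration, 20 µM, with 1.0% DMSO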
Rpn11 block – blocks the human proteasome subunit Rpn11 | AID 588493 | calls only at 20 µM | O00487 | human 26S proteasome, Ub4-pepOG fluorescence polarization; 20S core pre-blocked with epoxomicin | actives 0.59% (n = 360,000);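 active means inhibition at 20 µM, scaled to each plate's controls, above about 33%, limit read from the data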
Target sequence (O00487 whole entry, looked up): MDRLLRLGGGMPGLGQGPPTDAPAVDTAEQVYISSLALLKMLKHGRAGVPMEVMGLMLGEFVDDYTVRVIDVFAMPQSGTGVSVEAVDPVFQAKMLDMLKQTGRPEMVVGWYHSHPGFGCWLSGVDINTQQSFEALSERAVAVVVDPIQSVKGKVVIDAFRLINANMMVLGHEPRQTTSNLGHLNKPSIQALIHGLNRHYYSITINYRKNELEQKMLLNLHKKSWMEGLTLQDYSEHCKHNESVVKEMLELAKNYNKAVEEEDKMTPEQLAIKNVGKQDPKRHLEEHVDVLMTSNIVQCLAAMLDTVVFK
LMPTP inh – blocks human LMPTP phosphatase; P24666; recombinant LMPTP-A, OMFP fluorogenic substrate, fluorescence intensity; inhibition, % at 20 µM; actives 0.22% (n = 360,000); AID 651560;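 active means compounds that cut the enzyme signal by at least half of the control window in the single-dose screen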;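 further: plate controls were DMSO wells with enzyme plus substrate for no effect and substrate without enzyme for full effect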
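Test system: LMPTP-A, protein tyrosine phosphatase of low molecular weight; Input: 0.625 nM enzyme; Incubation: 50 min dark incubation at room temperature; Signal: endpoint fluorescence intensity from OMFP dephosphorylation; Read-out basis: % inhibition versus control wells.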
* = called active by the depositor.

Sample of the layout (four entries):
Screening O=C(CC(C(=O)N1CCc2ccccc21)n1ccnc1)NCC1CCCO1 (centres undefined) returned STEP inh -3, DNMT1 inh 0, NadD inh -11, SUMO1 PPI mod 1, MsrA inh -1.0, CSN inh 1, TbMetRS inhib -0.1, Scp-1 inhibitor -13, Rpn11 block inactive and LMPTP inh -1.2.
`COc1cccc(NC(=O)CCSc2nnc3scc(-c4ccccc4)n23)c1` gave STEP inh -2, DNMT1 inh 2, NadD inh -5, SUMO1 PPI mod -1, MsrA inh -0.1, CSN inh -6, TbMetRS inhib -0.5, Scp-1 inhibitor -7, Rpn11 block inactive and LMPTP inh -0.8.
NC(=S)N/N=C/c1ccc(-c2ccc(Cl)c(Cl)c2)o1 was read as STEP inh -1, DNMT1 inh -7, NadD inh 39*, SUMO1 PPI mod -4, MsrA inh 1.9, CSN inh 6, TbMetRS inhib 0.2, Scp-1 inhibitor 8, Rpn11 block inactive and LMPTP inh 0.8.
`C/C(=N\Nc1ccccc1)c1cc2ccccc2oc1=O` gave STEP inh 0, DNMT1 inh -5, NadD inh -4, SUMO1 PPI mod -8, MsrA inh 2.8, CSN inh 7, TbMetRS inhib -1.0, Scp-1 inhibitor -1, Rpn11 block inactive and LMPTP inh -0.7.

All compounds of this part, from the start:
Screening O=C(CC(C(=O)N1CCc2ccccc21)n1ccnc1)NCC1CCCO1 (centres undefined) returned STEP inh -3, DNMT1 inh 0, NadD inh -11, SUMO1 PPI mod 1, MsrA inh -1.0, CSN inh 1, TbMetRS inhib -0.1, Scp-1 inhibitor -13, Rpn11 block inactive and LMPTP inh -1.2.
`COc1cccc(NC(=O)CCSc2nnc3scc(-c4ccccc4)n23)c1` gave STEP inh -2, DNMT1 inh 2, NadD inh -5, SUMO1 PPI mod -1, MsrA inh -0.1, CSN inh -6, TbMetRS inhib -0.5, Scp-1 inhibitor -7, Rpn11 block inactive and LMPTP inh -0.8.
NC(=S)N/N=C/c1ccc(-c2ccc(Cl)c(Cl)c2)o1 was read as STEP inh -1, DNMT1 inh -7, NadD inh 39*, SUMO1 PPI mod -4, MsrA inh 1.9, CSN inh 6, TbMetRS inhib 0.2, Scp-1 inhibitor 8, Rpn11 block inactive and LMPTP inh 0.8.
`C/C(=N\Nc1ccccc1)c1cc2ccccc2oc1=O` gave STEP inh 0, DNMT1 inh -5, NadD inh -4, SUMO1 PPI mod -8, MsrA inh 2.8, CSN inh 7, TbMetRS inhib -1.0, Scp-1 inhibitor -1, Rpn11 block inactive and LMPTP inh -0.7.
For COc1ccc(CC(=O)NCCc2ccc(S(N)(=O)=O)cc2)cc1 the results were STEP inh 4, DNMT1 inh 10, NadD inh 4, SUMO1 PPI mod 2, MsrA inh -0.1, CSN inh -3, TbMetRS inhib 0.4, Scp-1 inhibitor -4, Rpn11 block inactive and LMPTP inh -1.1.
`CCOc1ccc(Nc2oc(-c3ccco3)nc2C#N)cc1` gave STEP inh 5, DNMT1 inh -3, NadD inh 0, SUMO1 PPI mod -5, MsrA inh 1.6, CSN inh 3, TbMetRS inhib 2.4, Scp-1 inhibitor 3, Rpn11 block inactive and LMPTP inh 1.6.
COc1cc(C(=O)NCCc2cc3c(OC)ccc(OC)c3[nH]c2=O)cc(OC)c1OC was read as STEP inh 2, DNMT1 inh -4, NadD inh 1, SUMO1 PPI mod -2, MsrA inh -0.1, CSN inh 1, TbMetRS inhib -0.2, Scp-1 inhibitor -7, Rpn11 block inactive and LMPTP inh 1.6.
Screening COC(=O)c1ccc2c(=O)n(CCN3CCOCC3)c(SCC(=O)C(C)(C)C)nc2c1 returned STEP inh 1, DNMT1 inh 0, NadD inh 8, SUMO1 PPI mod -2, MsrA inh -0.7, CSN inh 1, TbMetRS inhib -0.9, Scp-1 inhibitor -9, Rpn11 block inactive and LMPTP inh 0.1.
COc1ccc(NC(=O)c2ccc(NS(=O)(=O)c3c(C)noc3C)cc2)cc1OC was read as STEP inh -3, DNMT1 inh -21, NadD inh -3, SUMO1 PPI mod 0, MsrA inh -0.2, CSN inh -1, TbMetRS inhib -0.1, Scp-1 inhibitor -13, Rpn11 block inactive and LMPTP inh -0.8.
`CCOC(=O)c1c(C)n(C)c2c1cc(OC(C)=O)c1ccccc12` gave STEP inh 0, DNMT1 inh 4, NadD inh -7, SUMO1 PPI mod 1, MsrA inh -2.0, CSN inh 0, TbMetRS inhib -0.9, Scp-1 inhibitor -12, Rpn11 block inactive and LMPTP inh -1.5.
For C=CCn1c(NC(=O)c2ccc(Br)o2)c(S(=O)(=O)c2ccccc2)c2nc3ccccc3nc21 the results were STEP inh -1, DNMT1 inh -1, NadD inh 13, SUMO1 PPI mod 35, MsrA inh 0.4, CSN inh 34, TbMetRS inhib 0.6, Scp-1 inhibitor -10 and LMPTP inh -0.1.
`O=C(Nc1ccc2c(c1)OCO2)Oc1ccccc1` gave STEP inh -2, DNMT1 inh 0, NadD inh -1, SUMO1 PPI mod -3, MsrA inh -0.8, CSN inh -1, TbMetRS inhib -1.2, Scp-1 inhibitor -2, Rpn11 block inactive and LMPTP inh 0.3.
`CC(=O)Nc1ccc(S(=O)(=O)NCc2nc(-c3ccccc3)no2)cc1` gave STEP inh 0, DNMT1 inh 2, NadD inh -3, SUMO1 PPI mod 1, MsrA inh 0.8, CSN inh 1, TbMetRS inhib -0.1, Scp-1 inhibitor -6, Rpn11 block inactive and LMPTP inh -2.2.
`CCc1cccc(NS(=O)(=O)c2cccc3cccnc23)c1` gave STEP inh 1, DNMT1 inh 0, NadD inh -8, SUMO1 PPI mod 1, MsrA inh -0.7, CSN inh -3, TbMetRS inhib 0.4, Scp-1 inhibitor -3, Rpn11 block inactive and LMPTP inh 0.7.
For Cc1cccc(C(C)(C)C)c1OCCN1CCCC1 the results were STEP inh 2, DNMT1 inh 3, NadD inh 4, SUMO1 PPI mod 0, MsrA inh -0.8, CSN inh 1, TbMetRS inhib -1.4, Scp-1 inhibitor -2, Rpn11 block inactive and LMPTP inh -9.3.
For CC(=O)c1ccc(OC(C)C)c(CSC(=N)N)c1 the results were STEP inh -1, DNMT1 inh 1, NadD inh -6, SUMO1 PPI mod 7, MsrA inh 2.1, CSN inh 7, TbMetRS inhib 0.6, Scp-1 inhibitor -2, Rpn11 block inactive and LMPTP inh -1.1.
`COc1ccc(C(C)=O)cc1COC(=O)CNC(=O)c1ccc(F)cc1` gave STEP inh -2, DNMT1 inh -7, NadD inh -4, SUMO1 PPI mod 1, MsrA inh -0.4, CSN inh 2, TbMetRS inhib -0.2, Scp-1 inhibitor -17, Rpn11 block inactive and LMPTP inh 0.2.
Screening O=C(C(Cc1ccccc1)NS(=O)(=O)c1cccc2cccnc12)N1CCc2ccccc21 (centres undefined) returned STEP inh 0, DNMT1 inh 4, NadD inh 1, SUMO1 PPI mod 1, MsrA inh -0.4, CSN inh -8, TbMetRS inhib -0.4, Scp-1 inhibitor -6, Rpn11 block inactive and LMPTP inh 1.2.
Cc1ccc(S(=O)(=O)N2CCC(C(=O)NCc3ccccc3CN3CCCC3)CC2)cc1C was read as STEP inh -2, DNMT1 inh 3, NadD inh 1, SUMO1 PPI mod -4, MsrA inh 0.7, CSN inh 2, TbMetRS inhib -0.4, Scp-1 inhibitor 0, Rpn11 block inactive and LMPTP inh -1.3.
`CCCS(=O)(=O)NC(=O)C1(C)CCCN(C(=O)c2cc(-c3cccs3)oc2C)C1` (centres undefined) gave STEP inh 0, DNMT1 inh -1, NadD inh 1, SUMO1 PPI mod 1, MsrA inh 0.6, CSN inh -2, TbMetRS inhib 0.0, Rpn11 block inactive and LMPTP inh -0.3.
`COc1ccc(Cn2nnc3ccccc32)cc1` gave STEP inh 3, DNMT1 inh -18, NadD inh -4, SUMO1 PPI mod 0, MsrA inh 0.5, CSN inh 4, TbMetRS inhib 0.0, Scp-1 inhibitor -6, Rpn11 block inactive and LMPTP inh 15.
For O=C(O)c1cc(NS(=O)(=O)c2cccs2)cc(NS(=O)(=O)c2cccs2)c1 the results were STEP inh 4, DNMT1 inh 2, NadD inh -7, SUMO1 PPI mod 4, MsrA inh -0.1, CSN inh -5, TbMetRS inhib -0.1, Scp-1 inhibitor -3, Rpn11 block inactive and LMPTP inh -0.2.
Cc1nn(C)c(C)c1NC(=O)COc1ccc(F)cc1Br was read as STEP inh -1, DNMT1 inh 6, NadD inh -2, SUMO1 PPI mod 11, MsrA inh -0.2, CSN inh 0, TbMetRS inhib 0.1, Scp-1 inhibitor -1, Rpn11 block inactive and LMPTP inh -0.5.
Screening Cc1nc2sccn2c(=O)c1S(=O)(=O)NCc1ccccc1 returned STEP inh -2, DNMT1 inh 4, NadD inh 4, SUMO1 PPI mod 1, MsrA inh 2.3, CSN inh -3, TbMetRS inhib 0.2, Scp-1 inhibitor -7, Rpn11 block inactive and LMPTP inh 1.0.
For NC(=O)C1CCN(C2OC(=O)c3ccccc32)CC1 (centres undefined) the results were STEP inh -3, DNMT1 inh 2, NadD inh 1, SUMO1 PPI mod -3, MsrA inh -0.2, CSN inh -5, TbMetRS inhib -0.4, Scp-1 inhibitor -3, Rpn11 block inactive and LMPTP inh 0.3.
For CCC1CCCCN1CCNC(=O)C1CCCN(S(=O)(=O)c2cccc3nsnc23)C1 (centres undefined) the results were STEP inh 2, DNMT1 inh -1, NadD inh -2, SUMO1 PPI mod -30, MsrA inh 0.1, CSN inh -5, TbMetRS inhib -0.8, Scp-1 inhibitor 1, Rpn11 block inactive and LMPTP inh 1.3.
Cc1ccc(NC(=O)CCCn2c(=O)[nH]c3ccsc3c2=O)cc1 was read as STEP inh 3, DNMT1 inh 1, NadD inh -3, SUMO1 PPI mod 2, CSN inh -1, TbMetRS inhib -0.1, Scp-1 inhibitor -7, Rpn11 block inactive and LMPTP inh 0.5.
Screening CCc1ccc(N(C(=O)c2csnn2)C(C(=O)NC(C)(C)C)c2ccncc2)cc1 (centres undefined) returned STEP inh -2, DNMT1 inh 0, NadD inh -1, SUMO1 PPI mod 4, MsrA inh -0.4, CSN inh 2, TbMetRS inhib -0.6, Scp-1 inhibitor -3, Rpn11 block inactive and LMPTP inh -2.0.

From PubChem
